NR2E3 ag-1 = inhibitors of NR2E3-RetCOR corepressor binding, primary screen, NR2E3 agonist project, biochemical, TR-FRET, GST-NR2E3, biotin-RetCOR; Photoreceptor-specific nuclear receptor (Homo sapiens), Q9Y5X4; 1536-well; inhibition of corepressor binding, % at 4.78 µM; actives 0.12% (n = 320,000); AID 2300, 2010;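 active = percent inhibition above the cutoff of mean plus 3 SD of all tested compounds, set per screening campaign, cut at about 20% in these data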;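 also: 0% = DMSO wells and 100% = biotin wells as full block of FRET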
Target sequence (Q9Y5X4 whole entry, looked up): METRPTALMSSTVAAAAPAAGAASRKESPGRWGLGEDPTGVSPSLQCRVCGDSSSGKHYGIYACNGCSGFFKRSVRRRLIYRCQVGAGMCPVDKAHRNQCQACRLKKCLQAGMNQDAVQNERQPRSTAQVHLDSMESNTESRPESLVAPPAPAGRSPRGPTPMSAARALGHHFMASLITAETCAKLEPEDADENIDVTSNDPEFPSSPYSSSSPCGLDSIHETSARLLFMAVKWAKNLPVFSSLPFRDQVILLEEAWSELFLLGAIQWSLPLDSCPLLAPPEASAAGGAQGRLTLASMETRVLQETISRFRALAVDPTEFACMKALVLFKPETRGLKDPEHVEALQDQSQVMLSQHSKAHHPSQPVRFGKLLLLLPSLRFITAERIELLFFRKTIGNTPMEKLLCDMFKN
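Test system – NR2E3–RetCOR corepressor complex · Quantity – NR2E3 fusion 1.35 nM · Buffer or medium – Tris pH 7.5 · Incubation – Compound–protein incubation for 5 h at 4 °C · Technique – TR-FRET, Eu(K)-anti-GST donor, streptavidin-D2 acceptor, ex 340, em 617/671 nm · Evaluation – percent inhibition of 671/617 nm emission ratio versus biotin and DMSO controls · Plate – 1536-well format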
aDG glyco act = activators of alpha-DG glycosylation, primary screen, uHTS, Pro5-aDG cells, AlphaScreen; alpha-DG glycosylation AlphaScreen (IIH6); 0% Pro5, 100% B10-LARGE cell signal; activation, % at 10 µM; actives 0.22% (n = 360,000); AID 624168, 2012;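 active = activation of at least 8% versus controls, or a plate z-score of at least 8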;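 also: Pro5 are CHO cells carrying HIG-tagged alpha-DG that lacks glycosylation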
Peg3 prom inh = Peg3 promoter-driven luciferase inhibitors, primary screen, cell-based, HeLa, luciferase luminescence | HeLa PEG-Prom luciferase reporter, overnight | inhibition, % at 20 µM | actives 1.7% (n = 360,000) | AID 588405, 2011;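 active = inhibition of at least 50% at 20 µM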
CF NFkB inh = inhibitors of PAF-induced NF-kB signaling, primary screen, cell-based, GFP fluorescence, uHTS | KKLEB NF-kB-GFP reporter, GFP fluorescence overnight | AID 588850, 2011 | inhibition, % at 5 µM | actives 0.86% (n = 360,000);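 active = at least 50% inhibition at 5 µM, scaled per plate between neutral and stimulator controls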;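 also: PAF is a Pseudomonas aeruginosa culture filtrate used as stimulus; plate controls were PAF-stimulated DMSO wells for no effect and unstimulated DMSO wells for full effect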
Shn3 inh set2 = reduction of Shn3 3'UTR firefly luciferase signal, primary screen, Schnurri-3 inhibitor project, cell-based, Clone20 osteoblasts, set 2; Clone20 osteoblast Shn3 3'UTR firefly luciferase, 24 h; inhibition, % at 12.5 µM; actives 0.52% (n = 360,000);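 active = mean inhibition of at least 75% with every replicate also reaching 75%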;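 also: 0% = median of neutral control wells and 100% = pilot-screen positive control compound; some compounds past the cut are filed as inactive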
KKLEB cytotox = cytotoxicity in KKLEB CF airway cells, primary screen, cytotoxicity control for CF NF-kB inhibitor project, cell-based, uHTS, fluorescence assay plates | KKLEB CF airway cells viability, ATPlite luminescence, overnight; stronger effect = lower value; cells stimulated with P. aeruginosa culture filtrate | activity change (cytotoxicity), % at 5 µM | actives 0.36% (n = 360,000) | AID 602141, 2011;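 active = corrected activity change at or below -50% at 5 µM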
HIF-2a block = HIF-2a reporter inhibitors, primary screen, luminescence, 786-0 RCC cells | 786-0 RCC cells HIF-2a reporter, luciferase luminescence, overnight | inhibition, % at 18.8 µM | actives 0.72% (n = 360,000);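 active = inhibition of the luminescence signal of 40% or more relative to plate controls, in a single-dose primary screen at 18.75 µM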
TWEAK-Fn14 inh = inhibitors of TWEAK-Fn14 signaling, primary screen, luciferase reporter cells, uHTS. inhibition, % at 10 µM. actives 2% (n = 360,000). AID 1159606, 2016. TWEAK-stimulated Fn14 reporter cells, luciferase luminescence, 8 h; in the data active = inhibition above about 50%
NR2E3 ag-2 = NR2E3 agonists in two-hybrid cells, primary screen, cell-based, luminescence, CHO-S, Gal4-NCOR/VP16-NR2E3; AID 602229, 2012; Photoreceptor-specific nuclear receptor (Homo sapiens), Q9Y5X4; inhibition of corepressor binding, % at 3.98 µM; actives 0.35% (n = 360,000); luciferase;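 active = inhibition above the mean of all tested compounds plus 3 SD, cut at about 70% in these data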;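 also: 0% = DMSO with NR2E3 transfected cells and 100% = cells lacking NR2E3 construct; higher means lower luciferase signal from less NR2E3 corepressor binding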
MITF TRPM1 inh = inhibitors of MITF-dependent TRPM1 promoter reporter, primary screen, cell-based, SK-MEL-5, single point, luciferase; SK-MEL-5 TRPM1 promoter luciferase, 24 h; inhibition, % at 12.5 µM; actives 0.83% (n = 330,000);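 active = mean inhibition across replicates of 60% or more, whatever share of single replicates reaches that level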; also: values of inactives mirror those of a sister screen read the other way
iPSC survival up = enhancers of single-cell hiPSC survival, primary screen, ATPlite luminescence; 100% = ROCK inhibitor wells, 0% = DMSO; survival enhancement, % at 20 µM; actives 0.044% (n = 360,000); AID 602274, 2012; in the data active = survival enhancement above about 18%;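 also: cells exposed to compounds for 16 hours before the ATP read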
* marks the source's active call; other numbers are inactive results; nt = not tested or not shown.

SMILES | NR2E3 ag-1 | aDG glyco act | Peg3 prom inh | CF NFkB inh | Shn3 inh set2 | KKLEB cytotox | HIF-2a block | TWEAK-Fn14 inh | NR2E3 ag-2 | MITF TRPM1 inh | iPSC survival up
C/C(=N\N1CCN(C2c3ccccc3-c3ccccc32)CC1)c1cccnc1 | -1 | 0.0 | 20 | 13 | 3 | -5 | 13 | 8 | -6 | 7 | -1.4
COc1ccc(OCC(=O)NCc2cccnc2)cc1 | -1 | -0.2 | -10 | -10 | -2 | 2 | 2 | -12 | -1 | 8 | -1.3
CC(C)c1nnc(NC(=O)C2CC(=O)N(CCc3ccc(F)cc3)C2)s1 (stereo not given) | 2 | 0.0 | -6 | -18 | -10 | 10 | -3 | 42 | -19 | 3 | -0.6
Cc1nn(C)c(C)c1NS(=O)(=O)c1ccc(OC(F)(F)F)cc1 | 0 | 0.4 | 15 | 10 | 56 | -11 | 7 | 13 | 9 | 12 | -0.3
O=CNC(=O)c1ccccc1C(=O)O | -3 | 0.6 | 8 | 0 | -11 | 0 | 7 | 3 | -11 | 4 | 3.8
O=S(=O)(CC(CN1CCOCC1)N1CCOCC1)c1ccccc1 (stereo not given) | 4 | -0.2 | -1 | 0 | 1 | 12 | 6 | 0 | 4 | 6 | 0.3
Cc1ccc(S(=O)(=O)N2CCC(C(=O)Nc3ccccc3N3CCCCC3)CC2)cc1C | -1 | 0.4 | -4 | 23 | 13 | 3 | -2 | 5 | -3 | 1 | -0.5
O=C(C1CCCN(S(=O)(=O)c2ccc(F)cc2)C1)N1CCCCCC1 (stereo not given) | 3 | 0.0 | 3 | 5 | -2 | 10 | 14 | -5 | -18 | 1 | 0.3
O=C(Nc1cccc(F)c1)Nc1ccnn1C1CCN(C(=O)c2ccccn2)CC1 | 1 | -0.1 | -70 | 19 | -40 | 8 | -143 | -3 | -32 | -14 | -0.3
CCOc1ccccc1Nc1nnc(SCC(=O)Nc2nc(-c3ccc(OC)cc3)cs2)s1 | -6 | -0.2 | -23 | 3 | 20 | 5 | -45 | -10 | -24 | -7 | 1.0
CCC(=O)Nc1ccc(C(=O)N2CCN(C(=O)c3ccco3)CC2)cc1 | 0 | -0.3 | 19 | -5 | 1 | 2 | 20 | 28 | -2 | 0 | 0.2
CC(C)CCNC(=O)CCS(=O)(=O)c1cccc2nonc12 | 3 | -0.5 | 11 | -5 | -2 | 1 | 4 | -4 | -11 | -6 | 3.3
O=S(=O)(NCCSc1ccccc1)c1ccc(F)cc1 | 6 | -0.2 | 0 | 12 | -7 | -5 | 1 | -3 | -2 | -16 | -2.7
Cc1cccc(C2NC(c3cccc(C)c3)C([N+](=O)[O-])C(C)(C)C2[N+](=O)[O-])c1 (stereo not given) | 0 | 0.0 | 15 | -6 | -2 | -6 | 22 | 24 | 14 | 6 | -0.1
CN(C)CCn1c(=S)[nH]c2ccccc2c1=O | 2 | 0.1 | -2 | 0 | -11 | 4 | 3 | 18 | -32 | -7 | -0.3
CCCCn1nnnc1C1(C)CCC(=O)N1c1ccc(N2CCOCC2)cc1 (stereo not given) | nt | -0.1 | nt | nt | nt | nt | 2 | 1 | -11 | nt | 0.8
O=C1NC[C@H](CC2CCCCC2)N(CCc2cccc(F)c2)C1=O | 3 | 0.7 | 6 | -9 | 1 | 30 | 3 | -7 | 13 | -4 | -1.1
COc1cccc(CN(C)CC(=O)Nc2ccccc2C(=O)NC2CC2)c1 | 1 | 0.0 | 5 | -119 | 13 | -2 | 5 | -10 | -20 | 1 | -0.2
COc1ccc(Cl)cc1NC(=O)c1nnn(CC(=O)Nc2ccc(C)c(C)c2)c1N | 1 | 0.1 | 23 | 0 | 13 | -14 | -4 | -39 | 2 | 5 | -0.5
O=C(CCc1ccccc1)N1N=C(c2ccncc2)CC1(O)C(F)(F)F (stereo not given) | 1 | 0.3 | 10 | 13 | 6 | 3 | 24 | 15 | -23 | -18 | 1.5
O=C(COc1ccc(Cl)cc1)NCc1nnc(SCC(=O)NC2CCCC2)o1 | 0 | -0.3 | 2 | 2 | -15 | -2 | 13 | -13 | -35 | -7 | 6.8
C#CCOCCOCCOCCNc1nc(N2CCN(C(=O)[C@H](CCC(=O)O)n3cc(C(N)CC(C)C)nn3)CC2)nc(N2CCN(C(=O)[C@H](Cc3cc4ccccc4[nH]3)n3cc(C(N)CC(C)C)nn3)CC2)n1 (stereo not given in full) | 0 | 0.2 | 0 | -17 | -6 | 14 | 28 | 10 | 1 | 21 | 3.3
CC(C)NC(=O)CSc1nc2[nH]ncc2c(=O)[nH]1 | 0 | -0.5 | 1 | -12 | 11 | 13 | 14 | -14 | -12 | 6 | 0.6
CCOC(=O)C1=C(c2ccccc2)NC(=O)NC1c1cc(OC)c(OC)cc1OC (stereo not given) | -1 | 0.0 | -1 | -21 | -6 | 0 | 18 | 11 | -8 | 0 | 1.0
O=C(c1ccc(NS(=O)(=O)c2ccccc2)cc1)N1CCOCC1 | 10 | 0.4 | -3 | -7 | 0 | 1 | 13 | 29 | -3 | 5 | 0.0
COc1cccc(CC(=O)OCC(=O)N(C)CC(=O)Nc2ccc(F)cc2)c1 | 6 | -0.1 | -26 | 33 | -25 | -8 | -6 | -6 | 15 | -4 | 0.5
CCCCCNC(=O)c1ccc2c(=O)n(CC3CCCO3)c(=S)[nH]c2c1 (stereo not given) | -5 | 0.0 | 23 | -3 | 21 | 16 | 7 | -9 | 0 | 5 | -0.2
O=C(CSCCO)Nc1ccccc1 | 2 | -0.1 | 13 | 1 | 10 | 7 | 15 | 3 | -8 | -2 | -0.4
Cn1c(=O)c2c(nc(N/N=C/c3cccs3)n2Cc2ccc(Br)cc2)n(C)c1=O | -2 | 0.1 | 5 | -17 | 27 | 11 | -30 | 10 | -30 | 0 | 3.0
C[C@H](NC(=O)c1nc[nH]c1C(=O)N1CCNCC1)C(=O)OC(C)(C)C | 3 | 0.2 | 4 | -13 | -9 | -1 | 5 | -6 | 8 | 6 | -1.5

2 entries from above, as tab-separated lines.
SMILES	NR2E3 ag-1	aDG glyco act	Peg3 prom inh	CF NFkB inh	Shn3 inh set2	KKLEB cytotox	HIF-2a block	TWEAK-Fn14 inh	NR2E3 ag-2	MITF TRPM1 inh	iPSC survival up
CCCCCNC(=O)c1ccc2c(=O)n(CC3CCCO3)c(=S)[nH]c2c1 (stereo not given)	-5	0.0	23	-3	21	16	7	-9	0	5	-0.2
C[C@H](NC(=O)c1nc[nH]c1C(=O)N1CCNCC1)C(=O)OC(C)(C)C	3	0.2	4	-13	-9	-1	5	-6	8	6	-1.5

Following part.
SMILES | NR2E3 ag-1 | aDG glyco act | Peg3 prom inh | CF NFkB inh | Shn3 inh set2 | KKLEB cytotox | HIF-2a block | TWEAK-Fn14 inh | NR2E3 ag-2 | MITF TRPM1 inh | iPSC survival up
CCOc1ccc(CCN2C(=O)c3cccnc3C2=O)cc1OCC | 4 | 0.5 | -10 | 7 | -15 | 5 | 3 | 15 | 14 | -10 | 2.4
Cc1cc(C(=O)Nc2ccc(S(=O)(=O)Nc3onc(C)c3C)cc2)c(C)o1 | 0 | 0.2 | 11 | -20 | -29 | -4 | 1 | 11 | 1 | 7 | 0.3
CCN(CC(=O)Nc1ccc(NC(C)=O)cc1)C(=O)C1CCCC1 | -1 | -0.2 | -2 | -13 | -28 | 14 | 5 | 3 | 1 | -2 | -0.3
CC(OC(=O)c1cc(=O)[nH]c2ccccc12)C(=O)Nc1ccc(Cl)cn1 (stereo not given) | 1 | -0.1 | -1 | 30 | -50 | -20 | 13 | 7 | -19 | 4 | -0.5
CC1=NN(C(=O)c2ccccc2Cl)C(O)(c2ccccc2)C1 (stereo not given) | 2 | -0.1 | 10 | -4 | -58 | -7 | 17 | 18 | 2 | 14 | -0.6
Cc1noc(C)c1NC(=O)N(C)C[C@@H]1OCc2cn(nn2)CCCC(=O)N([C@H](C)CO)C[C@H]1C | nt | -0.2 | -13 | -25 | 9 | 10 | 5 | 4 | -41 | nt | -1.2
CCc1nc2c(OCCOc3ccc(F)cc3)cccn2c1N(C=O)Cc1ccc(OC)cc1 | nt | 0.2 | 26 | 22 | 0 | -1 | 5 | 6 | 10 | nt | -0.9
FC(F)(F)c1cccc(NC(=S)N2CCN(c3ccccc3)CC2)c1 | 5 | -0.2 | 23 | 14 | 8 | -5 | 2 | 24 | 6 | 1 | -1.4
COc1ccc(CN2C[C@@H](CO)O[C@@H](n3cnc4c(NCc5ccco5)ncnc43)C2)cc1 | nt | -0.1 | -7 | 7 | 14 | -1 | 10 | 6 | 4 | nt | 2.1
CCC(C(=O)n1cccc1C#N)c1ccccc1C (stereo not given) | 0 | -0.2 | 7 | -3 | 14 | 7 | 22 | 13 | -1 | 11 | -2.9
CCNc1nc2ccccc2[nH]1 | -2 | 0.0 | 0 | -15 | 0 | 0 | 8 | -2 | -10 | -13 | 2.4
COc1cc(C(=O)Oc2ccc3c(c2)OCC3=O)cc(OC)c1OC | 1 | -0.4 | -4 | -13 | -5 | 9 | 17 | -2 | -2 | 2 | -2.7
CN(C)C(=S)SCC(=O)NCc1ccc(F)cc1 | 5 | 1.4 | -55 | -2 | -9 | -1 | -85 | -12 | -40 | -17 | 1.2
CCCCc1cc(=O)oc2cc(C)cc(OCC(=O)N3CCC(C(=O)O)CC3)c12 | 0 | 0.0 | -12 | -13 | 10 | 10 | 2 | 3 | 7 | -4 | -1.8
O=Cc1ccc(-c2ccc(Cl)cc2Cl)[nH]1 | 1 | 0.0 | -61 | -10 | 3 | 1 | -50 | -5 | -65 | -5 | -0.4
CCOC(=O)c1ccc(NC(=O)c2ccccc2[N+](=O)[O-])cc1 | 0 | 0.1 | -90 | -6 | -23 | -15 | -135 | -1 | -31 | -52 | -2.2
Cc1n[nH]c(=O)c2c(NC(=O)CSc3nc4ccccc4c(=O)n3C(C)C)oc(C)c12 | -3 | 1.3 | 3 | -10 | 10 | -4 | 17 | 4 | -10 | -5 | -0.4
O=c1c(Cc2ccc(F)cc2)c(O)ccn1Cc1ccc(F)cc1 | 1 | 0.3 | 9 | 4 | 7 | 1 | 7 | 4 | 0 | 8 | -2.2
COc1ccc(-c2csc(NC(=O)CSc3ncn[nH]3)n2)cc1OC | 1 | 0.4 | 12 | 17 | 9 | -7 | 4 | 13 | -3 | 3 | 1.7
